# RXFP1 antag = qHTS Assay for Antagonists of the Relaxin Receptor RXFP1 | HEK293-RXFP1, relaxin-stimulated cAMP HTRF, 30 min; hits give low values | activity change, negative = inhibition, % at 57.5 µM | 0.59% of 350,000 active | AID 1259400, 2018;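 active = activity change of -60% or lower, but not beyond a set lower limit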; note: % is set by controls: 0 for no effect and ±100 for the full control effect
# D1 PAM = Potentiators of Human D1 Dopamine Receptor: qHTS. 0.036% of 360,000 active. HEK293 TREx D1 cells, calcium flux, dopamine EC20 potentiation. D(1A) dopamine receptor (Homo sapiens), P21728. potentiation, % at 10 µM; in the data active = potentiation above about 30%; note: 0% is about no effect
# Target sequence (P21728 whole entry, looked up): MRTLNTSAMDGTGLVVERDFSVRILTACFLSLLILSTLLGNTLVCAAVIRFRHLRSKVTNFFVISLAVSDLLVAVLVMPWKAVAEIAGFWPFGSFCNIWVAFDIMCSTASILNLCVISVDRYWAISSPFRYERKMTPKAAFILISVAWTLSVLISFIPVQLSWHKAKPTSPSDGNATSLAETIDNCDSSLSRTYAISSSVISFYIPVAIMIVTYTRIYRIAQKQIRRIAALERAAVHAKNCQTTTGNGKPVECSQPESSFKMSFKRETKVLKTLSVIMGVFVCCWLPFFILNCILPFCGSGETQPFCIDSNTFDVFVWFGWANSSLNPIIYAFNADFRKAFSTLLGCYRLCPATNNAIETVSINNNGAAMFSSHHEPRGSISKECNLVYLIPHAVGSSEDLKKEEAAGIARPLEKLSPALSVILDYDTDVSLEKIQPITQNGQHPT
# D1 agonist = Allosteric Agonists of the Human D1 Dopamine Receptor: qHTS; D(1A) dopamine receptor (Homo sapiens), P21728; HEK293 T-REx D1 cells, calcium flux, agonist mode; activation, % at 2 µM; 1% of 360,000 active; note: 0% is about no effect
#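 Agonism was scored from calcium flux recorded over 180 s (1 read/s) after pintool compound addition, following a 10-cycle baseline. Cells were inducible force-coupled HEK293 TREx D1, plated overnight at 30 C and loaded with no-wash calcium dye.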
# D2 ag = HTS Assay for Allosteric Agonists of the Human D2 Dopamine Receptor: Primary Screen for Agonists; HEK293 T-REx D2 cells, calcium flux agonist mode; 0.53% of 340,000 active; activation, % at 2 µM; AID 485358, 2010; D(2) dopamine receptor (Homo sapiens), P14416;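 active = activation over 3 SD above normal in the single-dose calcium agonist read, cut at about 30% in these data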; note: 0% is about no effect
#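 HEK293 Trex D2 cells, tetracycline-induced, o/n 30 C 5% CO2; no-wash Ca dye, RT 30–90 min; 10-cycle baseline, 23 nl cpd added, kinetic Ca read 180 s; agonist hits = positive Ca response.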
# TRHR ag = qHTS for Small Molecule Agonists and Allosteric Enhancers of Human TRH Receptor: Primary Screen for Agonists | Thyrotropin-releasing hormone receptor (Homo sapiens), P34981 | TRHR cells, calcium flux fluo-8, FDSS agonist mode | activation, % at 2 µM | 0.18% of 360,000 active | AID 493084, 2011; note: 0% is about no effect
# Target sequence (P34981 whole entry, looked up): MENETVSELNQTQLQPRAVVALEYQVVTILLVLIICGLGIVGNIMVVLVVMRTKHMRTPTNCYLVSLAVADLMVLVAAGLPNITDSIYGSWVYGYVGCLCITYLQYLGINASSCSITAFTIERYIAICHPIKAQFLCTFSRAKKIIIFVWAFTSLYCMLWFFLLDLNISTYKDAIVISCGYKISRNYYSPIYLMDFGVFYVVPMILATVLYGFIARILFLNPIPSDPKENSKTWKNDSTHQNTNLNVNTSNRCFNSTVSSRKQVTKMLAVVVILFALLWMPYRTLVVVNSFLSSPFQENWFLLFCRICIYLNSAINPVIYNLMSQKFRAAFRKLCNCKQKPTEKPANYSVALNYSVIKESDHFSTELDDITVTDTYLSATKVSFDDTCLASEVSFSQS
#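 Steps: seed TRHR cells overnight; add fluo-8 no-wash Ca dye, RT 30 min–1.5 h; record 10 s baseline; pin-transfer compounds; monitor fluorescence 1 cycle/s for the agonist window. Calcium increases flag candidate agonists.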
# D2 PAM = HTS Assay for Positive Allosteric Modulators of the Human D2 Dopamine Receptor: Primary Screen for Potentiators | D(2) dopamine receptor (Homo sapiens), P14416 | HEK293 T-REx D2, calcium flux, EC20 dopamine potentiation | potentiation, % at 10 µM | 0.34% of 340,000 active;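 active = potentiation over 3 SD above the plate norm, cut at about 30% in these data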; note: 0% is about no effect
#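 Potentiation of an EC20 dopamine calcium response measured kinetically over 180 s, after a preceding 180 s compound-only read flagging agonists. Cells: inducible Hek293 Trex D2 line, 4000/well, cultured overnight at 30 C before dye loading.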
# D2 antag = HTS Assay for Allosteric Antagonists of the Human D2 Dopamine Receptor: Primary Screen for Antagonists. inhibition, % at 10 µM. 2% of 340,000 active. HEK293 TREx D2 cells, calcium flux, dopamine EC80; in the data active = inhibition above about 30%; note: 0% is about no effect
#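 Measurement of antagonist activity uses fluorescent calcium dye in inducible HEK293 T-REx D2 cells: 10 s baseline, compound addition with 180 s read, EC80 dopamine addition with a further 180 s read.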
# D1 antag = Antagonist of Human D 1 Dopamine Receptor: qHTS. D(1A) dopamine receptor (Homo sapiens), P21728. HEK293 TREx D1 cells, calcium flux, dopamine EC80; hits give low values. activity change, negative = inhibition, % at 10 µM. 3.2% of 360,000 active. AID 504652, 2011; in the data active = activity change below about -30%; note: % is set by controls: 0 for no effect and ±100 for the full control effect
#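 HEK293 T-REx cells expressing inducible, force-coupled D1 receptor; no-wash Ca dye, 30–90 min RT. Cmpd → 180 s read at 1 Hz → EC80 DA → 180 s read.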
# TRHR PAM = qHTS for Small Molecule Agonists and Allosteric Enhancers of Human TRH Receptor: Primary Screen for Enhancers. AID 493056, 2011. 0.66% of 360,000 active. TRHR cells, fluo-8 calcium fluorescence, EC20 TRH enhancement. Thyrotropin-releasing hormone receptor (Homo sapiens), P34981. enhancement, % at 2 µM; in the data active = enhancement above about 30%; note: 0% is about no effect
#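 Enhancer read-out: after compound pinning and an initial kinetic agonist-mode read, an EC20 of TRH (10 nM final) was injected and fluo-8 calcium signal (Ex 480/Em 530) followed at 1 s/cycle for 100 cycles in TRHR-expressing cells.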
# Numbers without * were called inactive; . = no result given. Cut-off read from the data, not from the text of the source, unless noted: active = activation above about 30%; inactive = the rest.
SMILES,RXFP1 antag,D1 PAM,D1 agonist,D2 ag,TRHR ag,D2 PAM,D2 antag,D1 antag,TRHR PAM
CCN(CC)C(=O)CSc1nnc(-c2cccs2)n1Cc1ccco1,9,-6,3,0.0,0.4,-3,11,-32*,-1
CC1Sc2ccc(C(=O)N3CCCC(C(F)(F)F)C3)cc2NC1=O (stereo not drawn),8,-2,7,-1.3,0.6,1,0,-4,0
O=C(NC(=S)Nc1ccc(Cc2ccncc2)cc1)c1ccc(F)cc1,-1,3,23,3.2,3.8,7,-11,1,-8
CC(=O)Nc1nnc(SCc2cc(=O)c3cccc(C)c3[nH]2)s1,-10,-3,1,0.3,0.2,-9,.,3,4
CC(=O)NS(=O)(=O)c1ccc(NC(=O)c2ccc(Cl)cc2[N+](=O)[O-])cc1,2,-1,2,1.8,0.2,13,-8,-7,50*
O=C(COC(=O)/C=C/c1cccc(Br)c1)NC1CCCCCC1,2,-3,2,0.6,-0.6,-7,19,29,-5
Cc1ccc(N(C)S(=O)(=O)c2cccc(C(=O)NC3CC(C)(C)NC(C)(C)C3)c2)cc1,-15,-4,2,0.1,0.5,-9,-10,7,1
O=C(N[C@@H](Cc1ccccc1)C(=O)N1CCN(S(=O)(=O)c2cccc(F)c2)CC1)c1ccco1,4,-2,2,9.1,1.6,-7,11,-21,4
CCc1ccccc1N1CC23C=CC(O2)C(C(=O)OC)C3C1=O (stereo not drawn),.,-2,3,1.0,1.2,3,9,-16,7
COC(=O)c1c(N2C(=O)[C@H]3[C@@H](C2=O)[C@]2(C(=O)Nc4c(C)cccc42)N2CCC[C@@H]32)sc(C)c1C,-8,1,16,-1.8,-4.1,4,-8,10,0
COc1ccc(C(O)P(=O)(OCC(C)C)OCC(C)C)c(OC)c1 (stereo not drawn),-3,1,5,0.0,0.5,1,-2,-5,8
O=C(CSc1nnc(-c2cccnc2)o1)Oc1ccccc1,-8,5,2,0.4,0.0,2,6,1,9
Cc1nn2c(-c3ccc(Cl)cc3)nnc2s1,4,-5,-1,-0.2,-0.2,6,1,-6,3
CCOc1ccc2nc(N3CCCN(C(=O)Nc4ccccc4C)CC3)c(C#N)cc2c1,-6,-6,33*,6.4,22,2,16,-20,-3
Cc1c(O)nc(SCC(=O)Nc2cccc(C(F)(F)F)c2)n(-c2ccccc2)c1=O,4,-1,1,0.1,0.2,7,4,5,-13
CN(C)c1nc(NCc2ccccc2)nc(Oc2ccc(=O)[nH]n2)n1,-2,-2,5,-0.3,1.3,-7,13,-6,6
COc1cc(CN2CCC(N3CCC(C(=O)N4CCCC4)CC3)CC2)cc2c1OCO2,-4,3,1,0.2,0.0,-3,-17,3,1
O=C(CN1CCN(S(=O)(=O)c2ccc(F)cc2)CC1)Nc1ccc(Cl)cn1,-3,-1,6,-0.5,-0.6,-3,-6,-11,-7
O=S(=O)(Nc1ncccn1)c1ccc(NC(=S)NCc2ccco2)cc1,-4,-2,4,-0.1,-3.2,1,-21,8,-4
NN1C(=O)/C(=C\c2ccco2)SC1=S,-13,-11,6,0.6,0.2,4,-12,14,5

# Shown with values under each structure: entries from further up.
# Under each structure – RXFP1 antag | D1 PAM | D1 agonist | D2 ag | TRHR ag | D2 PAM | D2 antag | D1 antag | TRHR PAM
O=C(COC(=O)/C=C/c1cccc(Br)c1)NC1CCCCCC1
    2 | -3 | 2 | 0.6 | -0.6 | -7 | 19 | 29 | -5
Cc1ccc(N(C)S(=O)(=O)c2cccc(C(=O)NC3CC(C)(C)NC(C)(C)C3)c2)cc1
    -15 | -4 | 2 | 0.1 | 0.5 | -9 | -10 | 7 | 1
O=C(N[C@@H](Cc1ccccc1)C(=O)N1CCN(S(=O)(=O)c2cccc(F)c2)CC1)c1ccco1
    4 | -2 | 2 | 9.1 | 1.6 | -7 | 11 | -21 | 4
CCc1ccccc1N1CC23C=CC(O2)C(C(=O)OC)C3C1=O (stereo not drawn)
    . | -2 | 3 | 1.0 | 1.2 | 3 | 9 | -16 | 7
COC(=O)c1c(N2C(=O)[C@H]3[C@@H](C2=O)[C@]2(C(=O)Nc4c(C)cccc42)N2CCC[C@@H]32)sc(C)c1C
    -8 | 1 | 16 | -1.8 | -4.1 | 4 | -8 | 10 | 0
COc1ccc(C(O)P(=O)(OCC(C)C)OCC(C)C)c(OC)c1 (stereo not drawn)
    -3 | 1 | 5 | 0.0 | 0.5 | 1 | -2 | -5 | 8
O=C(CSc1nnc(-c2cccnc2)o1)Oc1ccccc1
    -8 | 5 | 2 | 0.4 | 0.0 | 2 | 6 | 1 | 9
Cc1nn2c(-c3ccc(Cl)cc3)nnc2s1
    4 | -5 | -1 | -0.2 | -0.2 | 6 | 1 | -6 | 3
CCOc1ccc2nc(N3CCCN(C(=O)Nc4ccccc4C)CC3)c(C#N)cc2c1
    -6 | -6 | 33* | 6.4 | 22 | 2 | 16 | -20 | -3
Cc1c(O)nc(SCC(=O)Nc2cccc(C(F)(F)F)c2)n(-c2ccccc2)c1=O
    4 | -1 | 1 | 0.1 | 0.2 | 7 | 4 | 5 | -13
CN(C)c1nc(NCc2ccccc2)nc(Oc2ccc(=O)[nH]n2)n1
    -2 | -2 | 5 | -0.3 | 1.3 | -7 | 13 | -6 | 6
COc1cc(CN2CCC(N3CCC(C(=O)N4CCCC4)CC3)CC2)cc2c1OCO2
    -4 | 3 | 1 | 0.2 | 0.0 | -3 | -17 | 3 | 1

# (list continues)
SMILES,RXFP1 antag,D1 PAM,D1 agonist,D2 ag,TRHR ag,D2 PAM,D2 antag,D1 antag,TRHR PAM
CCn1c(=O)n(CC)c2cc(N3CCCC3)c(NC(=O)c3ccccc3C)cc21,-3,-4,4,-0.4,-0.5,-6,-8,-12,-1
CCOc1ccc2nc(N3CCCC(C(=O)NCCCN4CCOCC4)C3)sc2c1 (stereo not drawn),.,-6,0,-0.9,-0.2,3,8,22,6
C=CCn1c2ccccc2c2nnc(SCCCn3c(=O)[nH]c4ccccc43)nc21,-32,3,1,-0.1,0.9,2,.,8,-2
CC(C)Oc1ccc(CSC(=N)N)cc1,-6,-1,7,0.4,0.0,15,-2,4,1
O=C1CN=C(Nc2cccc(C(F)(F)F)c2)N1C1CCCC1,4,-3,0,-0.7,0.5,17,6,1,-5
O=C(/C=C/c1cccc(Cl)c1)NNC(=O)c1ccncc1,5,1,2,0.1,1.0,-2,8,2,4
Nc1ccc(N)c(C(=O)O)c1,-5,-3,-1,0.0,0.7,-6,-11,-17,0
O=C(NC1CCCc2ccccc21)c1ccc(Br)cc1 (stereo not drawn),-2,7,4,-1.0,-1.0,3,7,13,1
N#C/C(=C\c1c(N(Cc2ccccc2)Cc2ccccc2)nc2ccccn2c1=O)C(N)=O,3,-2,1,0.2,0.2,6,2,6,10
CCC(Sc1nc2nccnc2c(=O)n1Cc1ccccc1Cl)C(=O)NC1CCCCC1 (stereo not drawn),-1,-3,0,-0.4,0.3,-8,.,-4,-2
CCOc1ccc(NC(=O)CCS(=O)(=O)c2ccc3c(c2)CCCN3C(=O)CC)cc1,6,-6,1,-1.5,-0.9,10,-26,9,6
CCC1S/C(=N/N=C/c2ccco2)N(Cc2ccc(F)cc2)C1=O (stereo not drawn),-16,4,3,0.2,0.9,5,8,-3,-7
Cc1noc(C)c1C(=O)NCc1ccco1,5,-5,-3,-0.4,0.4,16,-3,-7,3
Cc1cccc(OCC(O)Cn2c(NCc3cccnc3)nc3c2c(=O)[nH]c(=O)n3C)c1 (stereo not drawn),-9,-3,0,-0.3,0.2,-8,-5,-14,3
Cc1cc(C)n(CCCN2CCC(C(=O)Nc3cccc(-c4cccc(F)c4)c3)CC2)n1,-19,-8,34*,0.0,1.2,-12,5,-58*,-3
CC1=C(C(=O)OC(C)C)C(c2cccnc2)n2ncnc2N1 (stereo not drawn),-1,.,1,0.3,2.2,9,-11,-34*,-3
COc1ccc(CN(C)CC(=O)Nc2cccc(S(N)(=O)=O)c2)c(OC)c1OC,3,0,3,-0.4,-0.3,3,-6,-12,2
CCc1cc(=O)oc2cc(O[C@@H]3O[C@H](CO)[C@@H](O)[C@H](O)[C@H]3O)c(Cl)cc12,1,-3,3,1.1,0.6,2,-6,26,33*
O=C(Nc1nccs1)c1ccc(NC(=O)C2CC=CCC2C(=O)O)cc1 (stereo not drawn),4,-2,4,-0.2,-0.2,0,-9,-6,-3
CCC(Oc1ccccc1)C(=O)Nc1ncc([N+](=O)[O-])s1 (stereo not drawn),-13,-7,13,-0.6,3.6,10,0,-18,29
O=C(C1CCN(c2nc(-c3ccccc3)nc3c2CCC3)CC1)N1CCC(O)CC1,-18,-2,2,0.9,0.5,15,-10,4,27
CCOC(=O)N1CCC(C(=O)Nc2ccc(OCC)cc2)CC1,4,0,2,.,0.1,.,.,5,2
CCOc1ccc(C=O)cc1CN1CCCCC1,-2,-2,0,3.0,0.1,6,-8,-3,-1
Cc1nc2c(C(=O)NCCc3ccc(Cl)cc3)c[nH]n2c(=O)c1Cc1ccccc1F,.,1,-1,.,0.1,-16,.,7,-7
Cc1ccc(NC(=O)c2sc3nc4c(c(-c5ccco5)c3c2N)CCC4)cc1,-10,-10,26,.,-0.3,.,.,23,7
Cn1c2ccccc2c2c(C(=O)N3CCN(c4ccccc4)CC3)cn(C3CCCC3)c(=O)c21,4,0,3,-0.5,-1.3,17,-8,-2,-9
O=C(c1ccccc1)N1N=C(c2ccccc2)CC1(O)C(F)(F)F (stereo not drawn),-5,-3,0,-0.7,-0.1,-2,-2,-10,2
Cc1oc(-c2cccc(Br)c2)[n+]([O-])c1C,-2,-2,3,0.1,-1.1,20,0,3,14
O=C(Nc1ccccc1N1CCOCC1)c1cccc([N+](=O)[O-])c1,-7,-4,2,0.1,0.4,6,9,-28,-2
Cc1ccc(CNC(=O)C(=O)NCCC2CCCCN2S(=O)(=O)c2ccc(C)cc2)cc1 (stereo not drawn),7,5,2,0.3,0.6,1,8,3,-5
CCOC(=O)c1ccc(NC(=S)Nc2cccc(C)n2)cc1,5,-4,1,0.6,0.2,-9,-1,7,13
COc1ccc(/C=C/c2noc(-c3ccccc3O)n2)cc1OC,.,-3,-1,.,-0.5,2,.,5,7

# High-throughput results: PubChem BioAssay, National Center for Advancing Translational Sciences (NCATS)
